TcdB inh – TcdB glycohydrolase inhibitors, primary screen, biochemical, single point, plate reader; Toxin B (Clostridioides difficile), P18177; inhibition, % at 9.99 µM; AID 652162, 2013; hit rate 0.24% among 350,000; TcdB glycohydrolase enzymatic assay; in the data active means inhibition above about 10%
* = called active by the depositor; & = joins results of further samples. The list is partial (hit frequency here may not be typical).

SMILES | TcdB inh
O=C(NC1CCC1)[C@@H]1[C@@H](CO)[C@@H]2Cn3c(ccc(-c4ccccc4)c3=O)[C@@H]2N1CC1CC1 | -0.4
CCC(=O)N1[C@@H]2c3cccc(=O)n3C[C@@H]2[C@@H](CO)[C@@H]1C(=O)N[C@H](C)c1ccccc1 | -1.5
CC(C)C#Cc1ccc([C@@H]2[C@@H](CO)N3C(=O)CN(C(=O)Cc4ccccc4)C[C@@H]23)cc1 | 1.1
O=C(c1cnccn1)N1CC(=O)N2[C@H](CO)[C@H](c3ccc(C#CCc4ccccc4)cc3)[C@H]2C1 | -1.3
CCCNC(=O)N1CCC2(CC1)CN(Cc1ccccc1)[C@@H](CO)c1[nH]c3cc(OC)ccc3c12 | 0.6
N#C[C@H]1[C@@H](c2ccccc2-c2cccc(F)c2)[C@@H](CO)N1C(=O)CN1CCOCC1 | -0.2
N#C[C@@H]1[C@@H](c2ccccc2-c2ccc(F)cc2)[C@H](CO)N1C(=O)Cc1cccnc1 | 0.4
O=C(Nc1cc(F)ccc1F)N1[C@@H]2CNC[C@H]1C2c1ccc(/C=C/c2ccccc2)cc1 (some centres undefined) | -0.1&-0.1
O=C(Nc1cc(F)ccc1F)N1CC(=O)N2[C@H](CO)[C@@H](c3ccc(C#CC4CCCCC4)cc3)[C@@H]2C1 | 0.4
COc1ccc2c3c(n(C)c2c1)[C@@H](CO)N(C(=O)CN1CCOCC1)CC31CN(C(=O)Nc2cccc(F)c2)C1 | 0.4
C/C=C/c1ccc(C2[C@H]3CNC[C@@H]2N3Cc2cccc(F)c2)cc1 (some centres undefined) | -0.2
CC(C)NC(=O)N(C)C[C@H]1Oc2c(NC(=O)CCCCCC(=O)Nc3ccccc3N)cccc2C(=O)N([C@@H](C)CO)C[C@H]1C | 2.0
Nc1[nH]c(C(=O)c2ccc(Br)cc2)c(-c2ccccn2)c1C(=O)NCCc1c[nH]c2ccccc12 | 1.3
C[C@H](CO)N1C[C@H](C)[C@H](CN(C)Cc2ccc(C(=O)O)cc2)OCc2cnnn2CCCC1=O | -0.3
COc1ccc(CN2C(=O)CN(S(C)(=O)=O)CC2(C)C(=O)NCc2ccccc2)cc1OC (centres undefined) | 1.2
CCCCN1C(=O)C(CC(=O)NCCCCc2ccccc2)CC(C(=O)N2CCCCCC2)=C1C (centres undefined) | 2.5
COc1ccc2c3c(n(C)c2c1)[C@H](CO)N(C(=O)CN(C)C)CC31CCN(Cc2cccnc2)CC1 | -0.1
COC(=O)[C@]12CCCCC=C1N(CCC1=CCCCC1)C(=O)[C@H](CC(=O)N1CCCCC1)C2 | 0.3
C[C@@H]1COc2cccc(N3CCSCC3)c2S(=O)(=O)N1 | -0.1
O=C(N[C@@H]1CC[C@@H](CCn2cc(C3CCCC3)nn2)O[C@@H]1CO)c1cccnc1 | 0.0
O=S(=O)(CS(=O)(=O)c1ccc(Br)cc1)c1ccc(Br)cc1 | 0.2
COc1ccc2c3c(n(C)c2c1)[C@H](CO)N(C(=O)C1CCCC1)CC31CCN(Cc2cccc(F)c2)CC1 | -0.8
O=S1(=O)N[C@H](Cc2ccccc2)COc2cc(N3CCN(Cc4ccccc4F)CC3)ccc21 | 0.5
COc1ccc(NC(=O)N(C)C[C@@H]2OCCCC[C@H](C)Oc3ccc(NS(C)(=O)=O)cc3C(=O)N([C@@H](C)CO)C[C@H]2C)cc1 | 1.3
COc1ccc2c3c(n(C)c2c1)[C@H](CO)N(C(=O)NC1CCCC1)CC31CN(C(C)=O)C1 | -2.3
Remaining list, next part.
SMILES | TcdB inh
N#Cc1ccc(-c2ccc([C@H]3[C@@H](CO)N4C(=O)CNC[C@@H]34)cc2)cc1 | -0.8
C[C@H]1CN([C@@H](C)CO)C(=O)Cc2cc(NC(=O)Nc3ccc(F)cc3)ccc2O[C@H]1CN(C)Cc1ccc(C(=O)Nc2ccccc2N)cc1 | -2.5
CN(C)CC#Cc1ccc([C@H]2[C@@H](CO)N3C(=O)CN(C(=O)c4cccc(F)c4)C[C@H]23)cc1 | 0.2
COc1ccc2c3c(n(C)c2c1)[C@H](CO)N(Cc1ccc2c(c1)OCO2)CC31CN(C(=O)c2ccc3c(c2)OCO3)C1 | -0.1
CCC(=O)N1CC2(CCN(Cc3nccs3)CC2)c2c(n(C)c3cc(OC)ccc23)[C@H]1CO | 3.4
O=S1(=O)CC(N2CC=CC2)CN1Cc1cn(Cc2ccc(F)cc2)nn1 (centres undefined) | -6.9
C=CC[C@]1(c2ccccc2)C(=O)N2C[C@H]3CON(C)[C@H]3C[C@H]2c2ccccc21 | 1.4
COC(=O)c1ccc(N2C(c3cc(OC)cc(OC)c3)=Cc3ccc(OC)cc3C2CC(=O)c2ccco2)cc1 (centres undefined) | 1.1
CCCn1cnnc1CNC(=O)[C@@H](Cc1ccccc1)NC(=O)[C@H]1O[C@@H](n2ccc(=O)[nH]c2=O)[C@H](O)[C@@H]1O | 2.4
Cc1ccc(S(=O)(=O)Nc2ccc3c(c2)C(=O)N([C@@H](C)CO)C[C@@H](C)[C@H](CN(C)Cc2ccc(C(=O)O)cc2)O3)cc1 | 0.8
Cc1ccc(S(=O)(=O)N2C[C@@]3(O)Cn4c(=O)ccc(=O)n4C[C@@]3(OC(=O)NCC3CCCCC3)C2)cc1 | 1.6
CC(C)NC(=O)Nc1ccc2c(c1)CC(=O)N([C@H](C)CO)C[C@H](C)[C@H](CN(C)Cc1ccc(C(=O)Nc3ccccc3N)cc1)O2 | 0.4
COCC(=O)N1CC2(CCN(Cc3nccs3)CC2)c2c(n(C)c3cc(OC)ccc23)[C@@H]1CO | -7.9
O=C(C[C@@H]1CC[C@H](NC(=O)c2ccncc2)[C@@H](CO)O1)Nc1ccc(-c2ccccc2)cc1 | -1.6
O=C(Nc1ccc(F)cc1)N1CC(=O)N2[C@H](CO)[C@H](c3ccc(-c4cccc(F)c4)cc3)[C@@H]2C1 | 1.1
COc1ccccc1-c1ccccc1[C@@H]1[C@H](C#N)N(C(=O)C2CCC2)[C@H]1CO | -0.2
CN1CCN(C(=O)C2=NOC3(C2)C(=O)Nc2ccccc23)CC1 (centres undefined) | 1.4
CCCNC(=O)N1CC(=O)N2[C@@H](CO)[C@@H](c3ccc(C#CCC4CCCC4)cc3)[C@@H]2C1 | 0.8
COc1ccc2c3c([nH]c2c1)[C@H](CO)N(S(=O)(=O)c1ccc(C)cc1)CC31CCN(Cc2nccs2)CC1 | -4.1
CC=Cc1ccc2n(c1=O)C[C@@H]1[C@@H](CO)[C@H](C(=O)NCc3ccccc3)[C@H]2N1Cc1ccccc1OC (mixture of isomers) | 0.3
COc1ccc(CN(C)C[C@@H]2OCCCC[C@H](C)Oc3ccc(NS(=O)(=O)c4ccccc4)cc3C(=O)N([C@H](C)CO)C[C@@H]2C)cc1 | -1.0
O=C(Nc1cccc(F)c1)N1CC(=O)N2[C@H](CO)[C@H](c3ccc(C#Cc4cccnc4)cc3)[C@H]2C1 | -1.0
COc1ccc2c3c(n(C)c2c1)[C@H](CO)N(C(=O)Nc1ccc(F)cc1)CC31CN(C(=O)c2cccnc2)C1 | -0.6
COc1ccc2c3c(n(C)c2c1)[C@H](CO)N(C(=O)C1CC1)CC31CN(C)C1 | -0.2
O=C1NC[C@H](Cc2ccccc2)N(C[C@@H]2CCCN2C[C@H](Cc2ccc(O)cc2)N2C[C@H](Cc3ccccc3)N(CCc3ccccc3)C(=O)C2=O)C1=O | 1.6

Rewritten field by field: 4 of the compounds above.
> COC(=O)c1ccc(N2C(c3cc(OC)cc(OC)c3)=Cc3ccc(OC)cc3C2CC(=O)c2ccco2)cc1 (centres undefined)
  TcdB inh: 1.1
> COc1ccc2c3c(n(C)c2c1)[C@H](CO)N(C(=O)Nc1ccc(F)cc1)CC31CN(C(=O)c2cccnc2)C1
  TcdB inh: -0.6
> O=C(NC1CCC1)[C@@H]1[C@@H](CO)[C@@H]2Cn3c(ccc(-c4ccccc4)c3=O)[C@@H]2N1CC1CC1
  TcdB inh: -0.4
> COc1ccccc1-c1ccccc1[C@@H]1[C@H](C#N)N(C(=O)C2CCC2)[C@H]1CO
  TcdB inh: -0.2

Gathered by group: the entries above with bromine.
SMILES | TcdB inh
Nc1[nH]c(C(=O)c2ccc(Br)cc2)c(-c2ccccn2)c1C(=O)NCCc1c[nH]c2ccccc12 | 1.3
O=S(=O)(CS(=O)(=O)c1ccc(Br)cc1)c1ccc(Br)cc1 | 0.2

Among those listed so far, these contain a COOH group:
SMILES | TcdB inh
C[C@H](CO)N1C[C@H](C)[C@H](CN(C)Cc2ccc(C(=O)O)cc2)OCc2cnnn2CCCC1=O | -0.3
Cc1ccc(S(=O)(=O)Nc2ccc3c(c2)C(=O)N([C@@H](C)CO)C[C@@H](C)[C@H](CN(C)Cc2ccc(C(=O)O)cc2)O3)cc1 | 0.8

(further entries)
SMILES | TcdB inh
C[C@@H]1CN([C@H](C)CO)C(=O)c2cc(NS(=O)(=O)c3cccs3)ccc2O[C@@H](C)CCCCO[C@H]1CN(C)S(=O)(=O)c1ccc(Cl)cc1 | 0.6
CN(C)CC(=O)N1CC2(C1)[C@H](c1ccccc1)[C@@H](CO)N2C(=O)C1CCCC1 | 0.5
c1ncc(-c2ccc(C3[C@@H]4CN(Cc5cocn5)C[C@H]3N4)cc2)cn1 (some centres undefined) | -1.4
COC(=O)C1=C(C)N(Cc2cccc(C(F)(F)F)c2)C(=NCc2ccc3c(c2)OCO3)NC1c1cccc(C(F)(F)F)c1 (centres undefined) | 1.2
C[C@H]1CN([C@@H](C)CO)C(=O)c2c(c3ccccc3n2C)-c2ccccc2CO[C@@H]1CN(C)C(=O)Nc1ccccc1C(F)(F)F | -1.2
C[C@H](O)[C@@H]1C(=O)N2CCc3c([nH]c4c(-c5ccccc5)cccc34)[C@@H]2C[C@@H]1N(C)C(=O)/C=C/c1ccccc1 | 1.1
O=c1ccc(-c2nc3ccccc3n2C(CCc2ccccc2)c2nc3ccccc3[nH]2)c[nH]1 (centres undefined) | -2.4
COc1ccc(CCC(=O)N2c3ccccc3N=C(c3ccc(C(F)(F)F)cc3)C2C(=O)NC(C)C)cc1 (centres undefined) | 0.9
CN1c2ccc(-c3cccc(C#N)c3)cc2[C@@H]2[C@@H](CCN2C(=O)C2CC2)[C@H]1CO | 0.7
O=C(C1CCCCC1)N1CC2(C1)[C@H](c1ccccc1)[C@@H](CO)N2Cc1cncnc1 | 0.4
COc1ccc(CNS(=O)(=O)c2cc(Br)ccc2Br)cc1 | -2.6
COC(=O)c1cc(=O)n(Cc2ccco2)c(=Nc2ccccc2)s1 | 0.4
COCCCN1C(=O)C(CC(=O)NC(c2ccccc2)c2ccccc2)CC(C(=O)N2CCCCCC2)=C1C (centres undefined) | 0.7
CCOC(=O)C1=C(C(=O)OCC)C2N(Cc3ccc(C#N)cc3)c3ccccc3[C@@]23C[C@@H](C(=O)OC)N(S(=O)(=O)c2ccccc2)C3=N1 (some centres undefined) | 1.0
COC(=O)C[C@H]1CC[C@H]2[C@@H](COc3ccc(NC(=O)c4cccc(Cl)c4)cc3C(=O)N2C)O1 | -1.1
COC(=O)/C=C1\OCc2cccc(C)c21 | 0.3
Cc1ccc(NC(=O)N2CC(C)OC(C)C2)cc1[N+](=O)[O-] (centres undefined) | -0.1
COc1ccc2c3c([nH]c2c1)[C@H](CO)N(C(=O)c1ccncc1)CC31CN(C(=O)Nc2cccc(F)c2)C1 | 1.5
COc1ccc(C(C(=O)NC2CCCC2)n2c(C3CCN(C(C)=O)CC3)nc3ccccc32)cc1 (centres undefined) | 1.2
CC(C)CC#Cc1ccc([C@@H]2[C@@H](CO)N3C(=O)CN(C(=O)CN4CCOCC4)C[C@H]23)cc1 | -2.1
COc1ccc2c3c([nH]c2c1)[C@H](CO)N(Cc1ccccc1)CC31CN(S(=O)(=O)c2ccc(C)cc2)C1 | 0.5
O=C(C1CCCC1)N1CC(=O)N2[C@@H](CO)[C@H](c3ccc(Br)cc3)[C@@H]2C1 | -0.3
COc1ccc2c3c(n(C)c2c1)[C@@H](CO)N(C(=O)C1CC1)CC31CN(C(=O)CN(C)C)C1 | 0.2
Cc1ccc(OCc2nc3ccccc3n2C(C(=O)Nc2c(C)cccc2C)C2CC2)cc1 (centres undefined) | 1.7
Cc1ccc(-c2nc3ccc(C)cn3c2Cc2cccc(Cl)c2)cc1 | 2.5
The list goes on.
SMILES | TcdB inh
O=C(CC1CC1)N1CC(=O)N2[C@H](CO)[C@@H](c3ccc(-c4cccnc4)cc3)[C@@H]2C1 | 0.4
CCC(=O)N1[C@@H](CO)[C@@H](c2ccccc2)C12CN(C(=O)c1ccc(F)cc1)C2 | -0.1
O=S(=O)(c1cccc(F)c1)N1[C@@H]2CNC[C@H]1C2c1ccc(-c2cccc(F)c2)cc1 (some centres undefined) | 0.2&-0.1
CC(C)(C)NC(=O)C(c1cc2ccccc2o1)n1c(=O)c(-c2ccco2)nc2ccccc21 (centres undefined) | 0.0
Cc1ccc(S(=O)(=O)Nc2ccc3c(c2)C(=O)N([C@H](C)CO)C[C@H](C)[C@H](CN(C)S(=O)(=O)c2ccc(Cl)cc2)O3)cc1 | 0.9
CCCCCCCCN1C(=O)[C@@H](CC(=O)N2CCN(C(=O)C3CC3)CC2)C[C@@]2(C(=O)OC)C1=C[C@H](C(C)(C)C)O[C@@H]2C | -0.6
C[C@H]1CN([C@@H](C)CO)C(=O)c2cc(NC(=O)CCCCCC(=O)Nc3ccccc3N)ccc2O[C@@H]1CN(C)S(=O)(=O)c1cn(C)cn1 | -0.7
COC(=O)[C@]12C[C@H](CC(=O)NCc3ccc(OC)c(OC)c3)C(=O)N(Cc3ccc4c(c3)OCO4)C1=C[C@H](C(C)(C)C)O[C@@H]2C | 2.1
C[C@H]1CN([C@@H](C)CO)C(=O)Cc2cc(NS(=O)(=O)c3ccc(Cl)cc3)ccc2O[C@H]1CN(C)Cc1ccc(C(=O)O)cc1 | -2.1
COc1ccc2c3c([nH]c2c1)[C@H](CO)N(C(=O)C1CCOCC1)CC31CCN(Cc2nccs2)CC1 | 0.4
COC(=O)[C@@H](NC(=O)CN=[N+]=[N-])c1ccccc1 | 1.0

High-throughput results from PubChem BioAssay.
